Compound activity as filed in PubChem BioAssay.
LYPLA1 inh = LYPLA1 inhibitors, primary screen, counter-screen for PME1 inhibitor project, biochemical, fluorescence polarization, FP-Rh probe ABPP; Acyl-protein thioesterase 1 (Homo sapiens), O75608; recombinant LYPLA1; hit rate 0.16% among 320,000; inhibition, % at 5.9 µM;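 active means inhibition above the mean of all tested compounds plus 3 SD, set per campaign, cut at about 14% in these data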;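 further: inhibitors block serine hydrolase probe labeling of LYPLA1 so polarization falls; 0% = enzyme with DMSO and 100% = wells lacking LYPLA1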
PAFAH1B3 FP inh = PAFAH1B3 enzyme inhibitors, primary screen, biochemical, fluorescence polarization, human | recombinant PAFAH1B3, FP-rhodamine probe | inhibition, % at 3.39 µM | hit rate 0.28% among 340,000 | AID 492972, 2010;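 active means inhibition above the screen-wide average of all tested compounds plus 3 SD, cut at about 25% in these data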;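 further: 0% = enzyme with DMSO only and 100% = wells lacking PAFAH1B3 protein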
Fam108B inh = mouse Fam108B serine hydrolase inhibitors, primary screen, counter-screen for RBBP9 inhibitor project, biochemical, fluorescence polarization; recombinant Fam108B, FP-Rh probe fluorescence polarization; hit rate 0.33% among 300,000; inhibition, % at 9.51 µM;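 active means inhibition above the screen mean inhibition plus 3 SD, computed separately per campaign, cut at about 18% in these data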;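 further: inhibitors lower polarization as less probe binds the enzyme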
PAD4 inh = human PAD4 inhibitors, primary screen, biochemical, fluorescence polarization, 1536-well format. inhibition, % at 6.36 µM. Protein-arginine deiminase type-4 (Homo sapiens), Q9UM07. AID 485272, 2010. hit rate 0.41% among 330,000. recombinant PAD4, RCA probe fluorescence polarization;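 active means percent inhibition above a cutoff equal to the mean of all tested compounds plus 3 SD, cut at about 15% in these data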;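 further: 0% = PAD4 with RCA probe and DMSO and 100% = probe without PAD4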
PME-1 inh = PME-1 inhibitors via competitive probe labeling, primary screen, biochemical, fluorescence polarization, FP-Rh probe, HTS. Protein phosphatase methylesterase 1 (Homo sapiens), Q9Y570. recombinant PME-1. inhibition, % at 5.9 µM. hit rate 0.53% among 320,000;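 active means inhibition above the campaign mean of all compounds plus 3 SD, cut at about 26% in these data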;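 further: competitive labeling of PME-1 active site by serine hydrolase directed probe; 0% = PME-1 with DMSO and 100% = wells lacking PME-1 enzyme; inhibitors block probe labeling so polarization falls and inhibition rises; many of its hits are not listed in these tables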
Target sequence (Q9Y570 whole entry, looked up): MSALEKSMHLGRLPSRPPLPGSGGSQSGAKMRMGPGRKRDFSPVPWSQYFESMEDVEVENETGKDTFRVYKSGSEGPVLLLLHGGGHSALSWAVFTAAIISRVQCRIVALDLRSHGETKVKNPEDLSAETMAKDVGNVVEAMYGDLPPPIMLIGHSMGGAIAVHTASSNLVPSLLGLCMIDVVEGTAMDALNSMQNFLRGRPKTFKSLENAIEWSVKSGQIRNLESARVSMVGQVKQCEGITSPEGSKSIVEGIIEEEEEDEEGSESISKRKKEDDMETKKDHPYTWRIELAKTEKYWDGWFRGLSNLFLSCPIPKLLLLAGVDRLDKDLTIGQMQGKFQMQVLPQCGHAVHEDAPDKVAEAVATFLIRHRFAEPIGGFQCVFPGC
PAFAH1B2 inh = PAFAH1B2 enzyme inhibitors, primary screen, biochemical, fluorescence polarization, human; Platelet-activating factor acetylhydrolase IB subunit alpha2 (Homo sapiens), P68402; AID 492953, 2010; hit rate 1.2% among 340,000; recombinant PAFAH1B2, FP-rhodamine activity probe; inhibition, % at 3.39 µM;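 active means inhibition above the mean of all tested compounds plus 3 SD, cut at about 24% in these data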;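 further: 0% = enzyme with DMSO and 100% = wells lacking PAFAH1B2; many of its hits are not listed in these tables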
Target sequence (P68402 whole entry, looked up): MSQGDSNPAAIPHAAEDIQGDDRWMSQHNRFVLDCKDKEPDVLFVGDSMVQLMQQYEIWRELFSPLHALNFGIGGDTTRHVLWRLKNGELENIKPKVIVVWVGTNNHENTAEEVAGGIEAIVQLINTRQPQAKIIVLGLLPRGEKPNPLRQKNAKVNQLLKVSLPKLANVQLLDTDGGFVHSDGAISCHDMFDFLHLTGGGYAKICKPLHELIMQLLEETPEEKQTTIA
PAFAH2 inh = PAFAH2 enzyme inhibitors, primary screen, biochemical, fluorescence polarization, human. recombinant PAFAH2, FP-rhodamine activity probe. Platelet-activating factor acetylhydrolase 2, cytoplasmic (Homo sapiens), Q99487. inhibition, % at 3.39 µM. hit rate 0.99% among 340,000;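 active means inhibition above the mean over all tested compounds plus 3 SD, cut at about 30% in these data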;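 further: inhibitors block probe labeling of enzyme so polarization drops; 0% = enzyme with DMSO and 100% = wells lacking PAFAH2 protein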
GSTO1 inh = inhibitors of recombinant GSTO1, primary screen, counter-screen for RBBP9 inhibitor project, biochemical, fluorescence polarization | Glutathione S-transferase omega-1 (Homo sapiens), P78417 | activity-based probe fluorescence polarization | inhibition, % at 5.96 µM | hit rate 1.1% among 300,000;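 active means inhibition above the campaign mean inhibition plus 3 SD, cut at about 35% in these data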;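 further: 0% = GSTO1-1 with DMSO and 100% = wells lacking GSTO1-1 enzyme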
pPAFAH FP inh = pPAFAH enzyme inhibitors, primary screen, biochemical, fluorescence polarization, human; recombinant pPAFAH, FP-rhodamine probe fluorescence polarization; inhibition, % at 3.39 µM; hit rate 1.5% among 330,000; AID 463082, 2010;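 active means inhibition above the mean inhibition across the screen plus 3 SD, cut at about 25% in these data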;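 further: inhibitors block binding of the rhodamine activity-based probe so polarization drops; 0% = enzyme with DMSO and 100% = wells lacking pPAFAH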
Target sequence (Q13093 whole entry, looked up): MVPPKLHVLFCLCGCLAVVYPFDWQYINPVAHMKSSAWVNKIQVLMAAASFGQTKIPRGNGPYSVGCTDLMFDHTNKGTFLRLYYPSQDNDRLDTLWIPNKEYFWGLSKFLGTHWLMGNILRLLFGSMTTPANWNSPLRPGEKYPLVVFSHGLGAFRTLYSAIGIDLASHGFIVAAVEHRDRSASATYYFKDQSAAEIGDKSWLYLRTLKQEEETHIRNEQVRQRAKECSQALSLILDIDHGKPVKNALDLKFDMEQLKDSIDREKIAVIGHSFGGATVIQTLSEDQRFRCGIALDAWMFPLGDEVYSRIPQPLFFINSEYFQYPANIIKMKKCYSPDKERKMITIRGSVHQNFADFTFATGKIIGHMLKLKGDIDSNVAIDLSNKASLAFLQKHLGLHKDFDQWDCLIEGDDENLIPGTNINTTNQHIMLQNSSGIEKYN
* = called active by the depositor; . = no result given. An excerpt, so the mix of outcomes need not match the whole.

structure | LYPLA1 inh | PAFAH1B3 FP inh | Fam108B inh | PAD4 inh | PME-1 inh | PAFAH1B2 inh | PAFAH2 inh | GSTO1 inh | pPAFAH FP inh
O=C(O)C(Cc1ccccc1)NS(=O)(=O)c1ccc2c(c1)OCCO2 (centres undefined) | 1 | 0 | -6 | 1 | -1 | 6 | -2 | 4 | 5
O=C(CSc1ccccc1)Nc1ccc(Cl)c(S(=O)(=O)N2CCOCC2)c1 | . | 7 | . | -2 | . | 1 | 0 | . | -1
O=S(=O)(Nc1ccc(F)cc1)N1CCOCC1 | 1 | 4 | 3 | -2 | -7 | 9 | -2 | 3 | 1
O=C(NCCc1c[nH]c2ccccc12)C1CCC(Cn2c(=S)[nH]c3ccccc3c2=O)CC1 (centres undefined) | -18 | 3 | -13 | -3 | 1 | 2 | -17 | -12 | -6
O=C(CCN1CCN(c2ccccc2)CC1)NNC(=S)Nc1ccccc1 | -1 | 9 | 0 | 1 | -2 | 6 | -2 | 1 | 4
CSc1nnc(-c2ccc(S(=O)(=O)N3CCOCC3)cc2)n1C | -3 | 15 | 5 | 5 | 3 | 10 | 8 | 1 | 1
CCn1c(N)c(C(=O)NCc2cccnc2)sc1=S | 3 | 1 | -4 | -3 | 1 | 2 | -7 | 3 | 4
COc1ccc(NC(=O)N(C)C[C@H]2Oc3ccc(NC(=O)C4CCCCC4)cc3C(=O)N([C@H](C)CO)C[C@@H]2C)cc1 | . | 9 | . | -4 | . | 5 | 4 | . | 2
O=C(c1cc(Cl)nc2ccccc12)N1CCc2ccccc2C1 | -1 | 10 | 0 | -3 | -1 | 4 | 10 | 1 | 2
Cc1ccnc(SCC(=O)c2cc3ccccc3o2)n1 | -2 | 11 | -1 | -2 | -4 | -2 | 2 | 8 | 0
CC(C)N(C)C(=O)CCc1nnc(CCc2c[nH]c3ccccc23)o1 | -1 | 1 | -1 | 2 | 4 | 0 | 6 | 5 | 1
CN(Cc1ccccc1)C(=O)c1ccc(Cl)c([N+](=O)[O-])c1 | -2 | 8 | -8 | -6 | 1 | 5 | 7 | 3 | -1
CCOc1ccccc1NC(=O)C(C)CC (centres undefined) | -4 | 3 | 1 | -7 | 0 | 4 | 4 | -10 | 3
Cc1nc(SCC(=O)NCCc2ccc(Cl)cc2)nc(C)c1C | 2 | 5 | -3 | 0 | 2 | 5 | -1 | -2 | 3
CC1CN(CCCOc2ccc([N+](=O)[O-])cc2)CC(C)O1 (centres undefined) | 4 | 6 | 5 | 3 | -3 | 3 | -6 | -1 | 3
C=Cn1cc[n+](CC(=O)c2ccc(OC)c(OC)c2)c1 | 1 | 4 | 1 | -3 | -1 | 1 | 4 | -3 | -2
O=C(c1ccncc1)N1CCN(c2ccc(F)cc2)CC1 | 1 | 6 | 0 | -2 | -6 | 3 | -2 | 11 | 2
NNc1nc(-c2ccccc2)cs1 | 4 | 16 | 14 | 0 | 6 | 4 | -1 | 25 | 3
O=C(NNc1c2ccccc2nc2ccccc12)c1ccccc1O | 3 | 14 | 14 | 1 | 54* | 14 | 22 | 19 | 32*
O=C1c2ccccc2NC(c2ccccc2)N1CCCN1CCOCC1 (centres undefined) | -2 | 2 | -5 | -1 | -4 | 8 | -2 | -1 | 3
COc1cccc(-c2ncc3ccccc3c2COC(=O)N(C)C)c1 | 0 | -4 | . | -1 | 7 | 5 | -2 | . | 8
COc1ccc(/C(C)=N/NC(=O)CNC(=O)Cc2ccccc2)c(OC)c1 | -2 | -7 | 0 | 2 | -4 | 0 | 6 | -12 | 4
COC(=O)c1[nH]c2c(c1C(=O)OC)CCc1ccccc1-2 | -5 | 4 | 3 | -8 | 3 | 0 | 9 | 2 | 5
CS(=O)(=O)N1CCc2cc(C(=O)N3CCN(c4cccc(Cl)c4)CC3)ccc21 | 2 | 3 | 2 | 3 | 8 | 4 | 4 | 2 | 9
COc1ccc(/C=C(/NC(C)=O)C(=O)O)cc1 | -3 | 7 | -1 | -1 | -3 | -3 | -6 | 7 | -11
COc1ccc(-n2c(C)nc3c(cnn3-c3ccc(C)c(C)c3)c2=O)cc1 | 0 | 3 | 0 | 0 | 4 | -1 | -8 | 7 | 0
COc1ccc(NC(=O)CSc2nc3c(c(=O)n2-c2ccc(F)cc2)SCC3)c(OC)c1 | 3 | 1 | 3 | -3 | -3 | 9 | -9 | -10 | 3
CC1(CCc2ccccc2)NC(=O)N(CC(=O)Nc2ccc3c(c2)OCCO3)C1=O (centres undefined) | -2 | 6 | 5 | -3 | 1 | -3 | -3 | 6 | 3
CC(C)NC(=O)C(=O)NCCN1CCN(C(=O)c2ccc(C(C)(C)C)cc2)CC1 | 3 | -4 | 0 | 2 | 2 | 7 | 1 | 4 | 2
O=C(NC1CCCCC1)C1(c2ccccc2)CC1(Cl)Cl (centres undefined) | -3 | -1 | -1 | 3 | 0 | 9 | 0 | -3 | 1
CC(C(=O)Nc1ccc(S(=O)(=O)N2CCOCC2)cc1)N1C(=O)C2CC=CCC2C1=O (centres undefined) | 1 | 7 | 9 | 0 | -5 | 3 | -2 | 7 | -3
COCCCNc1nc2nonc2nc1N1C[C@H]2CC[C@H]1C2 | -2 | 4 | 3 | -3 | 0 | 3 | 9 | -1 | 4
O=C(CSc1nc2c([nH]c3ccccc32)c(=O)n1-c1ccccc1)NCC1CCCO1 (centres undefined) | 4 | -2 | -6 | -2 | 4 | -3 | -4 | 2 | 5
COC(=O)c1c(NS(=O)(=O)Cc2ccccc2)sc2c1CCCC2 | -3 | -3 | 1 | 2 | 2 | 6 | 5 | 3 | 9
O=C(Nc1ccc(C(=O)N2CCCC2)cc1)c1ccc(F)cc1Cl | -2 | 5 | 1 | -2 | -1 | 5 | 5 | 4 | -4
COc1ccc(S(=O)(=O)Oc2c(OC)cc(C(=S)N3CCOCC3)cc2OC)cc1 | -3 | 8 | 1 | 1 | 0 | 1 | 1 | 10 | 2
NC(=O)N/N=C/c1c(F)cccc1F | 0 | -2 | 5 | 0 | 0 | -2 | -1 | 6 | -1
O=C(NCCN1CCOCC1)c1cc(-c2ccco2)on1 | -1 | 7 | 0 | -5 | 2 | 1 | 2 | -2 | 2
CN(C)CCNC(=O)c1c(O)c2c([nH]c1=O)CCCC2 | 2 | 6 | -4 | -2 | 1 | 3 | 3 | 5 | -2
CS(=O)(=O)c1ccc(C(=O)NNC(=O)c2cc(-c3ccccc3)n[nH]2)cc1 | . | 5 | . | 4 | . | 4 | -4 | . | 3
c1ccc(-c2nccnc2-c2ccccc2)cc1 | -1 | 4 | 3 | 2 | -2 | 8 | 6 | 5 | 5
O=C(NCC(c1ccco1)N1CCc2ccccc2C1)c1ccccc1Cl (centres undefined) | -2 | 1 | -3 | -3 | 3 | -3 | 7 | 5 | -2
Oc1c(Cl)cc(Cl)cc1/C=N/c1nccs1 | -3 | 9 | 0 | -3 | 25 | 6 | 10 | 30 | 19
O=C(O)/C=C/C(=O)Nc1ccccc1C(=O)Nc1ccccc1 | -1 | -2 | -2 | -3 | -4 | 3 | 4 | -4 | 1
COc1ccc(CC(=O)OCC(=O)N2CCCc3ccccc32)cc1 | 2 | 10 | 4 | -2 | 2 | 7 | 1 | -5 | 4
COc1ccccc1NC(=O)NCCN1CCN(C(=O)Nc2ccccc2OC)CC1 | 0 | 1 | -5 | 2 | 4 | 6 | 4 | -1 | 0
Cc1ccc2c(c1)C(=O)N1[C@H]3c4cc(C)ccc4OC[C@@H]3[C@H](c3ccccc3)[C@]1(C)C(=O)N2 | . | -7 | . | 1 | . | -3 | -13 | . | -4
CCn1c(NCc2cc(OC)ccc2OC)nc2ccccc21 | 1 | -6 | -3 | 0 | -1 | 5 | 7 | 5 | 2
O=C(CSc1nnc(-c2ccc(S(=O)(=O)N3CCCC3)cc2)o1)NCc1ccccc1 | 1 | 0 | 2 | -2 | 12 | 3 | -7 | 2 | 1
CCc1cc2c(COC(=O)c3c(C)noc3C)cc(=O)oc2cc1O | -1 | -1 | 1 | -4 | 8 | -1 | -2 | 1 | 0
COC(=O)C(NC(=O)c1ccc(C)cc1)(Nc1cccc(C)n1)C(F)(F)F (centres undefined) | 6 | 8 | 3 | 2 | -2 | -3 | 5 | -4 | 3
COc1ccc(-c2cc(C(=O)N/N=C/c3ccc(OC)c(COCC(F)(F)C(F)F)c3)c3ccccc3n2)c(OC)c1 | -24 | -22 | -30 | -1 | -40 | -18 | -12 | -21 | -16
O=C1CSC(c2ccccn2)N1c1cccc(Cl)c1 (centres undefined) | -3 | -2 | 1 | 1 | -1 | -1 | -9 | -3 | -3
O=C1C2C3CC(C(Br)C3Br)C2C(=O)N1c1nccs1 (centres undefined) | 1 | . | -3 | -2 | 5 | . | . | -4 | -1
CCSc1nnc(-c2ccc(Cl)cc2)c2ccccc12 | 1 | 3 | 2 | -8 | -4 | 2 | -7 | -8 | 1
CCn1nc(NC(=O)c2ccco2)c2cc3ccccc3nc21 | -4 | -6 | -5 | -2 | -4 | 4 | -4 | -9 | -2
O=C1NC(c2ccccc2)=C(c2nc3ccccc3s2)C(c2ccc(O)cc2)N1 (centres undefined) | -2 | 1 | 2 | -6 | -8 | -1 | -10 | -6 | 16
CCOc1ccc(Oc2ccc(NC(=O)[C@@H](NC(N)=O)[C@@H](C)CC)cc2)cc1 | 5 | -3 | 0 | -1 | -4 | -2 | -6 | 7 | 1
c1ccc(CN2CN=C(Nc3nc4ccccc4s3)NC2)cc1 | -1 | -3 | 2 | -1 | -1 | -4 | -6 | 1 | 2
CCc1ccc(-c2nc(CN3CCC(C(=O)NCc4ccccc4OC)CC3)c(C)o2)cc1 | -2 | 8 | 2 | 0 | 2 | 8 | -11 | 8 | 4

(continued)
structure | LYPLA1 inh | PAFAH1B3 FP inh | Fam108B inh | PAD4 inh | PME-1 inh | PAFAH1B2 inh | PAFAH2 inh | GSTO1 inh | pPAFAH FP inh
CN1CCN(c2ccc(S(=O)(=O)N3CCCCC3)cc2NC(=O)Cc2c(F)cccc2Cl)CC1 | 1 | 1 | -1 | -3 | 8 | 6 | 16 | 2 | 11
CN(Cc1c(C(=O)N/N=C/c2ccc(O)cc2)nnn1-c1nonc1N)c1ccccc1 | -9 | -3 | -1 | -5 | -2 | 3 | -2 | -3 | 0
O=C(COc1ccc(Cl)cc1)NC1CCSC1=O (centres undefined) | -1 | -6 | -3 | -4 | 0 | 1 | 1 | 0 | 2
CC(Oc1ccc(F)cc1)C(=O)Nc1cc(S(=O)(=O)N2CCCCC2)ccc1N1CCOCC1 (centres undefined) | -1 | -1 | -2 | 3 | 13 | 0 | 7 | -5 | 5
